Compound activity deposited in PubChem BioAssay by National Center for Advancing Translational Sciences (NCATS).
TrxR1 inh – inhibitors of rat thioredoxin reductase 1; O89049; recombinant rTrxR1, NADPH fluorescence consumption, selenite substrate; Potency, µM (series often up to 114 µM), for the others: at the top dose activity change, negative = inhibition, actives largely listed as inhibitors; 390,000 compounds, 1% hits; also: % is scaled to controls: 0 for no effect and ±100 for the full control effect; nearly all actives have a fitted effect of over 65% in size
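Rat TrxR1 (90 nM in the dispensed reagent) was pre-reduced with 400 uM NADPH for 5 min at room temperature, then incubated with compound for 15 min. After 400 uM selenite was added, NADPH fluorescence (Ex 340/Em 450 nm) was followed for 8 min.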
JMJD2A Tudor – JMJD2A Tudor domain (human) inhibition | AlphaScreen JMJD2A-Tudor / H3K4me3 peptide binding | Potency, µM (highest dose often 114 µM), for the others: at the top dose activity change, negative = inhibition, most hits filed as inhibitors | AID 504339 | O75164 | 390,000 compounds, 4.4% hits; also: % is scaled to controls: 0 for no effect and ±100 for the full control effect; nearly all actives have a fitted effect of over 50% in size
HP1b chromo inh – blocks HP1-beta chromodomain binding to methylated histone tails; 390,000 compounds, 0.56% hits; AID 540317; AlphaScreen HP1-beta / biotin-H3K9me3 peptide binding; Potency, µM (series often up to 114 µM), without a hit: at the highest dose activity change, negative = inhibition, actives largely listed as inhibitors; also: nearly all actives have a fitted effect of over 70% in size; inactives centre near 23
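AlphaScreen: HP1-beta (50 nM) preformed 30 min with biotin-H3(1-18)K9me3 peptide (50 nM) in PBS pH 7.4, 0.01% Tween-20. Compound added for 30 min at RT, then streptavidin donor/nickel chelate acceptor beads (10 ug/mL) for 30 min.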
ALOX12 inh – blocks human arachidonate 12S-lipoxygenase. P18054. Potency, µM (highest dose often 108 µM), for inactives: at the top dose activity change, negative = inhibition, usual class: inhibitors. 580,000 compounds, 1.1% hits. AID 1671190. purified 12hLO, xylenol orange hydroperoxide absorbance; also: % is scaled to controls: 0 for no effect and ±100 for the full control effect
Target sequence (P18054 whole entry, looked up): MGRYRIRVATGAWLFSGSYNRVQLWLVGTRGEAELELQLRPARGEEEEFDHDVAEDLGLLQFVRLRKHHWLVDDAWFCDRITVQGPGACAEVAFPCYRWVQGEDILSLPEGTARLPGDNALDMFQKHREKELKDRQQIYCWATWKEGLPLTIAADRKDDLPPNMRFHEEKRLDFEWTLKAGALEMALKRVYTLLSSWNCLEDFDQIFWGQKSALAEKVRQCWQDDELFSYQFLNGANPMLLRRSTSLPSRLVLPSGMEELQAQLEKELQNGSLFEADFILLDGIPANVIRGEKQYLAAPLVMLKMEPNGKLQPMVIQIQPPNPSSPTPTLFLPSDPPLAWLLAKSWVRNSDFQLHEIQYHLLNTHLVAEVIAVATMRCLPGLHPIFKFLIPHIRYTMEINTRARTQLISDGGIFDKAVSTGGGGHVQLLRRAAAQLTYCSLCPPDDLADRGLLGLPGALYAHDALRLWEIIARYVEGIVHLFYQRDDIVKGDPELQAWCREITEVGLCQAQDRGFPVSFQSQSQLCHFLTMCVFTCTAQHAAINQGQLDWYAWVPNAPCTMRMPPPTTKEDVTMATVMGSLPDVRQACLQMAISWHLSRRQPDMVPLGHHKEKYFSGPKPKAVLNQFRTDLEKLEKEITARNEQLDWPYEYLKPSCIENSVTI
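Hydroperoxide product was detected by ferrous iron/xylenol orange as the 573 to 405 nm absorbance ratio. Arachidonic acid at 40 uM (final) was turned over for 30 min at room temperature by 150 nM human 12hLO, pH 7.0 Hepes buffer, after 15 min compound preincubation.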
RGS4 inh – inhibitors of human regulator of G protein signaling 4; P49798; Transcreener GDP fluorescence polarization, RGS4-accelerated GTP hydrolysis; Potency, µM (top dose mostly 114 µM), for the others: at the top dose activity change, negative = inhibition, hits mostly inhibitors; 390,000 compounds, 0.039% hits; also: % is scaled to controls: 0 for no effect and ±100 for the full control effect; nearly all actives have a fitted effect of over 75% in size; some results filed as inactive show a strong effect at the top dose
Target sequence (P49798 whole entry, looked up): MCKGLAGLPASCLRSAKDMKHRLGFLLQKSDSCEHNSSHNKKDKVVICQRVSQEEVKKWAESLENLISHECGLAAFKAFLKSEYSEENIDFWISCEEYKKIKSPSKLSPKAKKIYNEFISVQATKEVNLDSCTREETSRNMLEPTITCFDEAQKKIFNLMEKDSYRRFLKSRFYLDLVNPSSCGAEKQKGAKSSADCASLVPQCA
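MLSMR compounds (23 nl, pin-transferred) preincubated 10 min at room temperature with a 500nM (2x) first reagent, then RGS4 at 900nM (2x) plus Transcreener GDP mix added; fluorescence polarization (620/688 nm) read before and after 90 min at 30 °C.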
Pin1 inh – human Pin1 inhibition; Pin1 FP peptide displacement, HiFluor488, 10 min; AID 504891; Potency, µM (top dose mostly 115 µM), for the others: at the highest dose activity, negative = inhibition, usual class: inhibitors; Q13526; 390,000 compounds, 0.009% hits; active = well fitted inhibition curve with a large enough effect in the polarisation, with a control signal flat, not every such curve was filed as active; inconclusive = small, poorly fitted or top-dose-only effect, or effect the other way, or a change in a side signal; inactive = no such curve, though single readings can be large or run the other way; the % refers to the polarisation; also: % is scaled to controls: 0 for no effect and ±100 for the full control effect
Target sequence (Q13526 whole entry, looked up): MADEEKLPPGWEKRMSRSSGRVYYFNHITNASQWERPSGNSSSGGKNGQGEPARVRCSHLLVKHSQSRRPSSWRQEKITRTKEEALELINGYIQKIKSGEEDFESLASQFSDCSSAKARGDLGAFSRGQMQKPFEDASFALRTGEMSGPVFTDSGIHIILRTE
GLS inhibitor – blocks human kidney-isoform glutaminase activity; O94925; GLS enzymatic activity, qHTS titration; Potency, µM (series often up to 45.5 µM), for inactives: at the top dose activity change, negative = inhibition, usual class: inhibitors; 410,000 compounds, 0.21% hits; also: % is scaled to controls: 0 for no effect and ±100 for the full control effect
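Compounds were pin-transferred onto hKGA, after which L-glutamine (1 mM solution) and a detection mix of glutamate oxidase, HRP and Amplex Red were added. Initial and 30 min RT fluorescence reads were collected.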
ERG Ets-DNA blk – inhibitors of human ERG Ets domain-DNA interaction. P11308. fluorescence polarization, His-ERG Ets domain / labelled DNA. Potency, µM (titrated, usually from 76.9 µM), for the others: top-dose FP activity, negative = inhibition, actives largely listed as inhibitors. 370,000 compounds, 0.028% hits; active = well fitted inhibition curve with a large enough effect in the polarisation, with a control signal flat; inconclusive = small, poorly fitted or top-dose-only effect, or effect the other way, or a change in a side signal; inactive = no such curve, though single readings can be large or run the other way; the % refers to the polarisation;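 also: polarization taken with two DNA probes labelled with fluorescein and Texas red; % of control where 0% means no effect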
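His-tagged ERG Ets domain (1 uM in the protein solution; 300mM KCl, 50mM Tris-HCl, 1mM EDTA, 1mM DTT, pH 7.5) received compound, then a probe mix of 5 nM fluorescein-DNA and 100nM Texas-615-DNA. Fluorescence polarization was read for both dyes.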
PGK inhibitor – inhibitors of T. brucei phosphoglycerate kinase | P07378 | PGK/GAPDH coupled, Kinase-Glo luminescence, 60 min | Potency, µM (series often up to 57.5 µM), for the others: top-dose activity change, negative = inhibition, actives largely listed as inhibitors | 380,000 compounds, 0.043% hits | AID 602233; also: % is scaled to controls: 0 for no effect and ±100 for the full control effect; nearly all actives have a fitted effect of over 60% in size
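Recombinant glycosomal PGK reaction used 1,3-bisphosphoglycerate generated in-well by GAPDH (100nM final) in 100mM TEA pH 7.6, 5mM MgCl2, 0.01% Tween-20. After 60 minutes at room temperature, ATP was read by Kinase-Glo Plus luminescence end-point.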
* = called active by the depositor; i = inactive; ? = inconclusive; · = no result given; [ ] = remark or other dose. Unless noted, calls follow the shape of the dose curve; as a rule, active = well fitted curve in the direction sought with a large enough effect; inconclusive = small, poorly fitted or top-dose-only effect, or another doubt; inactive = no such curve, though single readings can be large; an effect the other way counts as inactive or inconclusive. Potency is read from the fitted curve at half-maximal effect. A portion of the library (hit frequency here may not be typical).

Structure	TrxR1 inh	JMJD2A Tudor	HP1b chromo inh	ALOX12 inh	RGS4 inh	Pin1 inh	GLS inhibitor	ERG Ets-DNA blk	PGK inhibitor
C#CCNC(=O)C1=C[C@H](c2ccc(C#C)cc2)C[C@H](OCc2ccc(CO)cc2)O1	-9%	-18%	24%	-11%	5%	20%	2%	15%	2%
COC(C[C@@H](O)[C@H](C)[C@@H](O)COCc1ccccc1)OC	22%	-20%	15%	-5%	15%	-4%	5%	3%	0%
CC(C)(C(N)=O)c1ccccc1	15%	-7%	6%	-1%	2%	-3%	-2%	2%	-11%
O=C(CN1C(=O)C2CCCCC2C1=O)OCn1nnc2ccccc2c1=O (stereo not given)	-16%[57.1 µM]	-3%	42%[activator]	-8%	38%	0%	0%	7%	-1%
CCOc1ccc(C(=O)N(CN2CCCC2=O)c2cccc(Cl)c2)cc1	15%[57.1 µM]	1%	37%	-9%	-2%	-3%	4%	-5%	2%
Cc1ccccc1CN1C(=O)c2ccccc2S(=O)c2ccc(C(=O)NCCCN3CCOCC3)cc21 (stereo not given)	16%	-20%	37%	-9%	17%[56.9 µM]	1%	-16%	1%	-2%
Cc1ccc2[nH]c3c(=S)nc[nH]c3c2c1	?	?	16%	?	-39%	-1%	1%	5%	-4%
CS(=O)(=O)CCC(C(=O)O)N1C(=O)c2ccc(Oc3ccc(Cl)cc3)cc2C1=O (stereo not given)	13%	-12%	31%	?	-1%	-2%	4%	-4%	-4%
CCOC(=O)c1sc(-c2ccc(Br)cc2)cc1N	22%	25%	81%[activator]	-16%	6%	?	-3%	-8%	-4%
COC(=O)c1ccc(/C=N/NC(=O)C(=O)N2CCCCCC2)cc1	2%	8%	42%[activator]	2%	5%	2%	6%	-2%	-1%
COCc1cc(CNC(=O)C2CCC(=O)N(Cc3cccc(OC)c3)C2)[nH]n1 (stereo not given)	12%	-7%	26%	5%	-9%	0%	-5%	9%	-3%
CC(Sc1nnc(Nc2ccccc2)s1)C(=O)Nc1nc(-c2ccccc2)cs1 (stereo not given)	1%	-13%	18%	0%	8%	27%	3%	9%	-6%
COc1ccc(-c2ccc(OC)c(C3C4C=CCCC4(C)C(=O)N3Cc3ccccc3)c2)cc1OC (stereo not given)	1%	?	-11%	·	-12%	-1%	·	·	·
CC1CCCN(C(=O)C2(NC(=O)Nc3cccc(F)c3)CCCCC2)C1 (stereo not given)	3%[57.1 µM]	-3%	35%	-4%	-11%	3%	-11%	0%	1%
O=C1CCC(/C=C/c2ccccc2)=NN1	0%[57.1 µM]	16%	40%[activator]	?	0%	-2%	0%	4%	0%
CC1=NN(c2ccc(Br)cc2)C(=O)/C1=C/c1ccc(-c2ccccc2C(=O)O)o1	-29%	32µM*	?	10%	-24%	·	-1%	6%	-16%
O=C(Nc1cc(Cl)ccc1N1CCOCC1)c1cc2ccccc2o1	40%[activator][57.1 µM]	7%	44%[activator]	13%	16%	0%	-4%	6%	-4%
CCOc1ccc(CN2CCNC(=O)C2CC(=O)NCc2ccccn2)cc1 (stereo not given)	5%[57.1 µM]	-3%	42%[activator]	10%	4%	?	10%	-11%	2%
O=C(NCCC1=CCCCC1)C(=O)NCCc1ccc(Cl)cc1	16%[57.1 µM]	-5%	57%[activator]	-20%	-10%	4%	-6%	3%	i
Cc1cn2c(nc1=O)OC1C(O)C(COC(=O)c3ccccc3)OC12 (stereo not given)	?	-16%	26%	4%	-16%	5%	16%	·	-5%
CN(C)N1C(N)=C(C#N)C(c2ccsc2)C2=C1CCCC2=O (stereo not given)	-8%	-9%	28%	26%	9%	?	19%	-4%	-5%
CCN1C(=O)[C@@H]2[C@@H](c3ccc(-c4cc(C(C)=O)cs4)cc3)N3CCC[C@@]3(C(=O)OC)[C@@H]2C1=O	?	-26%	10%	-8%	11%	0%	19%	-5%	2%
COc1ccc(CN2c3c(Br)cccc3C(=O)CS2(=O)=O)cc1	-26%	-35%	?	·	30%	0%	10%	19%	-1%
CCSc1nnc(NC(=O)C(NC(=O)c2ccc(Cl)cc2)C(C)C)s1 (stereo not given)	-1%	-21%	3%	0%	-3%	-5%	6%	-10%	-1%

Structures listed so far that bear a hit mark in JMJD2A Tudor:
Structure	TrxR1 inh	JMJD2A Tudor	HP1b chromo inh	ALOX12 inh	RGS4 inh	Pin1 inh	GLS inhibitor	ERG Ets-DNA blk	PGK inhibitor
CC1=NN(c2ccc(Br)cc2)C(=O)/C1=C/c1ccc(-c2ccccc2C(=O)O)o1	-29%	32µM*	?	10%	-24%	·	-1%	6%	-16%

Next part
Structure	TrxR1 inh	JMJD2A Tudor	HP1b chromo inh	ALOX12 inh	RGS4 inh	Pin1 inh	GLS inhibitor	ERG Ets-DNA blk	PGK inhibitor
O=C(NCC1CCCO1)c1cccc(S(=O)(=O)N2CCCCC2)c1 (stereo not given)	1%	-11%	36%	-15%	14%	4%	4%	3%	7%
Cc1cc(C)nc(SCC(=O)NC2=NN=C(c3ccc(Br)cc3)CS2)n1	-12%	-23%	-16%	?	?	1%	11%	-7%	-2%
COc1ccc(-c2ccc(NS(=O)(=O)c3ccc([N+](=O)[O-])cc3)cc2)nn1	2%	-14%	6%	-3%	31%	-2%	15%	18%	2%
COc1cc(OC)cc(C(=O)NCC(=O)OCC(=O)Nc2ccc(C)c(S(=O)(=O)N3CCOCC3)c2)c1	-6%	-19%	11%	2%	12%	1%	3%	9%	3%
Cc1cccc(CNC(=O)C2CCC(CNS(=O)(=O)c3ccc4c(c3)CCCC(=O)N4)CC2)c1 (stereo not given)	1%[57.1 µM]	-17%	1%	3%	-3%	2%	0%	0%	-6%
O=C(Nc1nc(=O)c2ccccc2s1)c1ccc(F)cc1	40%[activator]	?	70%[activator]	?	?	70%[activator]	0%	·	8%[11.5 µM]
CCOC(=O)c1cc(-c2ccc(OC)cc2)n(CCC(=O)NCCc2ccc(OCC)c(OCC)c2)c1C	10%[57.1 µM]	-21%	29%	5%	2%	12%	8%	3%	2%
Cc1cccc(C)c1OCCn1nnc2ccccc21	9%[57.1 µM]	17%[57.1 µM]	8%	0%	-22%	3%	2%	-2%	-4%
Cc1ccc(-n2ncc(C(=O)NCCCN3CCc4ccccc4C3)c2C2CCN(C(=O)OC(C)(C)C)CC2)c(C)c1	12%	-31%	-2%	-1%	12%	-15%	9%	-3%	i
CC1(C)Cc2ccccc2C(Nn2cnnc2)=N1	9%	2%	-1%	24%	-3%	3%	-25%	·	·
COC(=O)c1c(C(=O)OC)c(-c2ccccc2)n2c1CS(=O)(=O)C2	?	-1%	30%	5%	27%	-3%	18%	-14%	-3%
Cc1ccc(S(=O)(=O)N2CCCCC2)cc1NC(=O)CCOc1ccccc1	-6%	-17%	11%	-18%	-17%	1%	6%	-5%	-19%
O=C(Cn1nnc(-c2ccccc2)n1)Nc1ccccc1N1CCOCC1	8%[57.1 µM]	-4%	11%	4%	24%	-2%	-9%	·	-5%
CCOC(=O)CC(NC(=O)CCc1c(C)nc2c(c1C)c(=O)n(C)c(=O)n2C)c1ccc(OCC)c(OC)c1 (stereo not given)	1%	0%	41%[activator]	-5%	-3%	-4%	-8%	3%	-6%
COc1ccc(CCNC(=O)c2ccc([N+](=O)[O-])cc2)cc1	26%	-10%	-4%	-24%	16%	-9%	4%	-19%	0%
Cc1ccc(C2=NN(C(=O)COc3ncnc4ccccc34)C(c3ccco3)C2)cc1 (stereo not given)	8%[57.1 µM]	-13%	13%	-20%	-8%	-2%	6%	-6%	i
O=C1CN(C(=O)c2ccccc2)C(c2ccccc2)c2cc(Cl)ccc2N1 (stereo not given)	-9%	-11%	15%	102%[activator]	15%	-1%	-6%	-7%	0%
O=C(Cc1ccccc1)NC1CCSc2ccccc21 (stereo not given)	23%	-26%	24%	4%	5%	-3%	0%	-3%	-2%
O=C(Cc1ccc(Cl)cc1)c1c[nH]c(C(=O)NCCCn2ccnc2)c1	22%	-32%	11%	39%[activator]	16%	4%	-4%	17%	i
NC(=S)N=Nc1c(O)n(CCCl)c2ccccc12	-16%[57.1 µM]	-8%	32%	8%	17%	2%	-1%	4%	-1%
COCCn1c(SC2CCOC2=O)nc2ccccc2c1=O (stereo not given)	11%[57.1 µM]	-17%	13%	-6%	8%	-8%	14%	-7%	3%
CC(=O)Nc1ccc(NC(=O)CCCSc2nc3ccccc3s2)cc1	2%[57.1 µM]	-4%	36%	-17%	3%	0%	-21%	-9%	-8%
CN1C(=O)NC(c2ccc(O)cc2)C2=C1CN(c1ccc(O)cc1)C2=O (stereo not given)	0%[57.1 µM]	-24%	-12%	-3%	-8%	-1%	-1%	0%	-1%
CCc1ccccc1NC(=O)Cn1nc2c3cc(F)ccc3n(Cc3cccc(C)c3)cc-2c1=O	15%	-6%	14%	-22%	11%	1%	-1%	-2%	-7%
O=C(CN1CCc2ccccc2C1)Nc1ccccc1C(=O)NC1CC1	-5%	-9%	28%	1%	-19%	0%	1%	·	-4%
CN(C(=O)c1cc(COc2ccc(F)cc2Cl)on1)C1CCCc2ccccc21 (stereo not given)	-8%	21%	90%[activator]	55%[activator]	4%	2%	2%	-3%	-7%
